BRCA1 expr act: BRCA1 expression activation | MCF7-BRCA1-FFLuc reporter, luminescence, 48 h; response scale: scaled: vehicle 0%, 10 µM genistein 100% | Potency, µM (highest dose often 46.1 µM), for inactives: at the highest dose activation, usual class: activators | actives 1.1% (n = 380,000); note: potency is the fitted concentration of half-maximal effect; nearly all actives have a fitted effect of over 80% in size; some results filed as inactive show a strong effect at the top dose
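Luminescence from a BRCA1-driven firefly luciferase in MCF7 cells was read after 48 h compound exposure at 37 C. Data normalized against DMSO and a 10microM genistein activation control, then curve-fitted across the titration.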
FLuc modulator: counter-screen for miR-21 project: firefly luciferase inhibitors or activators; actives 6.9% (n = 360,000); Potency, µM (highest dose often 57.5 µM), inactives show at the highest dose activity change, negative = inhibition, actives largely listed as inhibitors; P08659; purified FLuc, Km substrates, luminescence inhibition; AID 588342;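 note: potency is the fitted concentration of half-maximal effect; plate controls were vehicle for no effect and reference inhibitor for full effect; nearly all actives have a fitted effect of over 55% in size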
Target sequence (P08659 whole entry, looked up): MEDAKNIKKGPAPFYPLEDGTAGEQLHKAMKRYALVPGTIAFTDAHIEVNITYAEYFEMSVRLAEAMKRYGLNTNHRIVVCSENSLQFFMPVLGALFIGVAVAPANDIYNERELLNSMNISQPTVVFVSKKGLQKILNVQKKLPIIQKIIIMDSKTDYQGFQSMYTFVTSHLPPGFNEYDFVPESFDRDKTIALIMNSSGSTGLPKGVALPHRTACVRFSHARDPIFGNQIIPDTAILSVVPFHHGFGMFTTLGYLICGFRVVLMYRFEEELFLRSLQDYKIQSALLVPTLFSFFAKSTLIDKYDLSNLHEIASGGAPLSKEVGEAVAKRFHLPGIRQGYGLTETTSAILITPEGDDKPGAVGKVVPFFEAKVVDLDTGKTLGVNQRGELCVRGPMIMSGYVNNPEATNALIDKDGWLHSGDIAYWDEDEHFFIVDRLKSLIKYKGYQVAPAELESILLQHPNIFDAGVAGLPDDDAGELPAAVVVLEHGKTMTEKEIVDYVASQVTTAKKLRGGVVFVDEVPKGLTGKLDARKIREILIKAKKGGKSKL
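Purified P. pyralis luciferase (10nM final) with 10uM D-luciferin and 10uM ATP (Km levels) in 50mM Tris acetate pH 7.5, 10mM Mg acetate, 0.01% Tween-20, 0.05% BSA; qHTS 6-point titration, ~60 µM downward; luminescence read.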
PKM2 act: PKM2 (human) enzyme activation. AID 1631. Potency, µM (doses to about 57.5 µM), for inactives: at the highest dose activation, usual class: activators. purified PKM2, Kinase-Glo ATP luminescence, activation; response scale: 0% is enzyme alone, no compound. actives 0.34% (n = 260,000). P14618; note: potency is the fitted concentration of half-maximal effect; % is set by controls: 0 for no effect and ±100 for the full control effect; nearly all actives have a fitted effect of over 55% in size
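Purified hPK-M2 (>95% pure) converted ADP (0.1 mM final) to ATP with 0.5 mM PEP in 50 mM imidazole pH7.2, KCl, MgCl2, Tween 20, BSA; 1 h at room temperature. ATP detected by Kinase-Glo luminescence.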
Gal4-VP16 FLuc: Gal4-VP16 reporter inhibition counter-screen. Potency, µM (top dose mostly 53.6 µM), for inactives: at the highest dose activity, negative = inhibition, actives largely listed as inhibitors. Drosophila S2 Gal4-VP16 UAS-luciferase, luminescence, 20 h. actives 3.5% (n = 310,000);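 note: Gal4-VP16 expression switched on by copper sulfate through the metallothionein promoter; potency is the fitted concentration of half-maximal effect; % is set by controls: 0 for no effect and ±100 for the full control effect; nearly all actives have a fitted effect of over 50% in size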
Rab9 promoter act: activators of Rab9 promoter; actives 2.8% (n = 320,000); Potency, µM (titrated, usually from 9.22 µM), for the others: at the top dose activation, negative = inhibition, actives largely listed as activators; Huh7 Rab9 promoter-luciferase reporter, luminescence, 24 h; AID 485297; note: potency is the fitted concentration of half-maximal effect; % of control where 0% means no effect; nearly all actives have a fitted effect of over 60% in size
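Luciferase signal after 10 min detection reagent at ambient indicates Rab9 promoter upregulation; stably transfected Huh7 cells were treated 24 h with compound in DMSO at 37 °C, 5% CO2.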
Menin-MLL TR inh: displaces Texas Red mutant MLL peptide from human menin | Menin + Texas Red MLL mutant peptide, fluorescence polarization | actives 0.23% (n = 270,000) | O00255 | Potency, µM (doses to about 61.6 µM), for the others: at the highest dose FP activity change, negative = inhibition, hits mostly inhibitors; active = well fitted inhibition curve with a large enough effect in the polarisation, with a control signal flat, not every such curve was filed as active; inconclusive = small, poorly fitted or top-dose-only effect, or effect the other way, or a change in a side signal; inactive = no such curve, though single readings can be large or run the other way; the % refers to the polarisation; note: potency is the fitted concentration of half-maximal effect; % of control where 0% means no effect; many of its hits are not listed in these tables
RORgamma inh: ROR gamma (mouse) transcription inhibition. P51450. Drosophila S2 Gal4-RORgamma UAS-luciferase reporter, 20 h. Potency, µM (series often up to 53.6 µM), without a hit: top-dose activity change, negative = inhibition, most hits filed as inhibitors. actives 5.4% (n = 310,000); note: potency is the fitted concentration of half-maximal effect; % is set by controls: 0 for no effect and ±100 for the full control effect; nearly all actives have a fitted effect of over 60% in size
Target sequence (P51450 whole entry, looked up, the tested form may be a part): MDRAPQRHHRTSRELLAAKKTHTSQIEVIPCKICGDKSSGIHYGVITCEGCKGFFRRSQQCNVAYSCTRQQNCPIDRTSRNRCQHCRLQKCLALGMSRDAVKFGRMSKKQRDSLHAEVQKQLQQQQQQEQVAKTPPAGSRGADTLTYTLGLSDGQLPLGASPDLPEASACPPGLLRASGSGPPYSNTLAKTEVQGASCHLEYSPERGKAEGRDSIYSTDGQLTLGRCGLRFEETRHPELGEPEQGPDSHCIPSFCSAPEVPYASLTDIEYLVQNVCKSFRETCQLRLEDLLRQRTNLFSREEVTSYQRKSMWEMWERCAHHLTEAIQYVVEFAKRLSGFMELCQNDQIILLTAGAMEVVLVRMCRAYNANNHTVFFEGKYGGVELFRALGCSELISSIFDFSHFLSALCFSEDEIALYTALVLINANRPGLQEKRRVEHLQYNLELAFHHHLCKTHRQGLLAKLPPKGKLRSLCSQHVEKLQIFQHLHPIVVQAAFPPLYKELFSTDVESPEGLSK
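Compounds are pin-transferred onto Drosophila Schneider cells expressing a copper-inducible Gal4–ROR gamma transactivation domain fusion. After 1 hr, copper sulfate is added to 700 uM final; luciferase is read 20 hr later.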
p53 reactivator: mutant p53 re-activation in reporter cells | Potency, µM (highest dose often 92.2 µM), without a hit: at the highest dose activity change, positive = activation, actives largely listed as activators | actives 0.063% (n = 320,000) | H1299 p53-A138V BP100-luciferase reporter, luminescence, 24 h; note: potency is the fitted concentration of half-maximal effect; % of control where 0% means no effect; nearly all actives have a fitted effect of over 45% in size
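p53-null H1299 cells stably carrying temperature-sensitive p53-A138V and a BP100-luciferase reporter were pinned with compounds (4-point, 1:5 series) and held 24 hrs at 37 deg C. Luminescence was read 10 min after detection reagent.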
NPC1 prom act: NPC1 promoter activation. actives 2.4% (n = 320,000). AID 485313. Huh7 NPC1 promoter luciferase reporter, 24 h. Potency, µM (doses to about 9.22 µM), for inactives: at the top dose activation, usual class: activators;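 note: potency is the fitted concentration of half-maximal effect; % of control where 0% means no effect; nearly all actives have a fitted effect of over 60% in size; reporter is driven by a mutant NPC1 promoter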
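Huh7 cells stably carrying NPC1 promoter–luciferase, plated in Opti-MEM with 10% FBS for 2 h, were exposed to compound in DMSO for 24 h at 37 °C; luciferase reagent was added for 10 min and luminescence read.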
Giardia killer: Giardia lamblia killing | Giardia lamblia trophozoite viability | activity change, % at 7.66 µM, hits read low | actives 0.15% (n = 340,000) | AID 540267; in the data active = activity change below about -80%; inconclusive = between about -30% and that limit;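 note: parasites exposed to compound for two days anaerobically before the ATP read; % is set by controls: 0 for no effect and ±100 for the full control effect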
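Each well holds 100 Giardia trophozoites and compound. After two days (48 hrs) at 37 deg C in anaerobic conditions, ATP is quantified by luminescence.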
ELG1 genotoxic: genotoxicity induction in ELG1-luciferase HEK293T cells | Potency, µM (highest dose often 46 µM), without a hit: top-dose activity change, positive = activation, most hits filed as activators | HEK293T ELG1-luciferase reporter, luminescence, 16 h | actives 1.3% (n = 330,000) | AID 504466; note: potency is the fitted concentration of half-maximal effect; % of control where 0% means no effect; nearly all actives have a fitted effect of over 60% in size
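Luminescence read-out: rising ELG1-luciferase signal, reflecting elevated ELG1 protein under genetic stress, flags genotoxic compounds. Cells were treated for 16 hr at 37 °C before ONE-Glo detection.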
Numbers without * were called inactive; ? = inconclusive; · = not tested or not shown; & = joins results of further samples; [ ] = dose if it differs, or a comment. Unless noted, calls come from the whole dose curve; as a rule, active = well fitted curve in the direction sought with a large enough effect; inconclusive = small, poorly fitted or top-dose-only effect, or another doubt; inactive = no such curve, though single readings can be large; an effect the other way counts as inactive or inconclusive.

SMILES	BRCA1 expr act	FLuc modulator	PKM2 act	Gal4-VP16 FLuc	Rab9 promoter act	Menin-MLL TR inh	RORgamma inh	p53 reactivator	NPC1 prom act	Giardia killer	ELG1 genotoxic
COc1ccc(NC(=O)C(NC(C)=O)C(=O)NCc2ccccc2)cc1 (configuration not stated)	-20%	2%	-3%	-8%	6%	26%	19%	-2%	-2%	-10	0%
Cc1ccc(NC(=S)Nc2ncccc2C)c(C)c1	30%	6.7µM*	-1%	7.1µM*	30%	-23%	4.5µM*	?	29%	-8	?
CCCc1nc2ccc(NC(C)=O)cc2c(=O)n1Cc1ccccc1Cl	9%	-3%	-7%[11.5 µM]	16%	19%	0%	56%	·	-1%	3	14%
COc1ccccc1CCNC(=O)CSc1ccc(-c2ccco2)nn1	-6%	?	-2%	-2%	0%	?	-3%	-5%	2%	11	-7%
CSc1n[nH]c(NCc2ccc(Cl)cc2)n1	-4%[1.84 µM]	?	-8%	-7%	-2%	0%	-4%	21%	5%	-5	-2%
Cc1cc(C(=O)N/N=C/c2ccc(Cl)c([N+](=O)[O-])c2)c(C)n1-c1ccc(F)cc1	-105%[inhibitor]	-11%	-5%	-10%	-10%	11%	?	9%	-8%	-18	?
O=C(c1cc(-c2cccs2)on1)N1CCc2ccccc2C1	14%	19µM*	4%	8%	2%	16%	?	?	-3%	-5	6%
CN(C)c1cccc2c1c(NC(=O)Nc1ccccc1)nn2C	-24%	-1%	-11%	3%	3%	·	20%	-3%	2%	3	-4%
c1coc(-c2nnc(SCc3cn4ccccc4n3)o2)c1	64%	-1%	10%	2%	2%	0%	-27%	8%	0%	4	2%
O=S(=O)(c1ccccc1)N(CC1CO1)c1cc(Cl)ccc1Cl (configuration not stated)	-18%	-1%	2%	2%	0%	-2%	44%	3%	-6%	?	-4%
O=C(O)c1cc(-c2ccc(Cl)cc2)n(-c2cccc(Cl)c2)n1	-34%	2%	·	7%	0%	26%	5%	-5%	-1%	8	1%
COc1ccc(C2N=C(c3ccccc3)C(C)(C)N2O)cc1 (configuration not stated)	-5%	7%	1%	-4%	8%	0%	3%	-5%	-6%	18	3%
O=C(Nn1cnnc1)c1ccc(Cl)cc1[N+](=O)[O-]	-2%	-1%	3%	0%	1%	-10%	-8%	14%	-9%	1	2%
O=[N+]([O-])c1ccc2c(c1)c(-c1ccccc1)nc1nncn12	-23%	-1%	5%	-5%	-2%	6%	-6%	5%	-3%	-19	-1%
Cc1cc2c(cc1S(=O)(=O)NCc1ccc(N(C)C)cc1)OCC(=O)N2	-17%	1%&-13%	0%	1%	-3%	4%	-5%	11%	-3%	9	-1%
COc1cc(C=O)ccc1OCCOCCOc1cc(C)ccc1Cl	-20%	-12%	6%	?	-3%	1%	-18%	3%	-1%	6	-3%
Cc1ccc2nc(NNC(=O)c3ccc(S(=O)(=O)N4CCc5ccccc5C4)cc3)sc2c1	-71%	-7%	-11%	-10%	-18%	3%	-1%	?	7%	7	3%
CN(c1ccccc1)S(=O)(=O)c1ccc(C(=O)NCc2ccco2)cc1	-17%	2%	·	·	-4%	·	·	-6%	9%	7	1%
COc1ccc(NC(=O)COc2cccc3c2CCN(Cc2cccnc2)C3=O)cc1	-17%	1%	0%	1%	2%	·	-1%	-3%	-9%	-16	-1%
CC(C)(C)C(=O)NC(=S)N1CCCC1	-10%	0%	-8%	-11%	-3%	3%	-35%	-2%	1%	11	-2%
O=C(c1ccc(CN2CCOCC2)cc1)N1CCN(c2ccccc2F)CC1	3%	-2%	2%	11%	1%	-1%	-25%	-5%	0%	6	-2%
COc1cc(OC)cc(C(=O)NCC(=O)OCC(=O)N2CC(C)CC(C)C2)c1 (configuration not stated)	-4%	-3%	1%	-7%	-3%	-22%	29%	-2%	0%	-6	-1%
O=C(c1ccco1)N1CCN=C1SCc1cccc(Cl)c1	-18%	3%	-17%	6%	2%	1%	22%	0%	3%	-9	0%
c1nnn(C23CC4CC(CC(C4)C2)C3)n1	6%	1%	0%	2%	-2%	0%	43%	1%	1%	7	-1%
CC(Oc1cc2oc(=O)c3c(c2cc1Cl)CCC3)C(=O)NCCCN1CCCC1=O (configuration not stated)	0%	0%	·	-2%	0%	·	-23%	-6%	-14%	-4	6%
CC1=NNC(=O)C1CCC(=O)N/N=C/c1ccc(Cl)cc1 (configuration not stated)	-9%	-6%	9%	-11%	2%	3%	0%	-2%	-3%	-14	0%
O=C(Oc1cccc(N2C(=O)CCC2=O)c1)c1ccccc1	12%	2%	4%	-12%	-4%	10%	-8%	5%	-3%	9	0%
Cn1c(=O)c2[nH]c(CNc3ccc(C(=O)O)cc3)nc2n(C)c1=O	14%	-2%	-1%	0%	-3%	30%	-2%	4%	0%	26	0%
O=C(NCc1cccnc1)c1ccccc1NS(=O)(=O)c1ccc(F)cc1	-35%	1%	-6%	-2%	4%	-6%	-6%	10%	-8%	-22	2%
O=C(c1ccc(S(=O)(=O)N2CCCC2)cc1)N(c1ccc(F)cc1)C1C=CS(=O)(=O)C1 (configuration not stated)	-10%	1%	-2%	-3%	-4%	7%	-2%	-1%	1%	11	-3%
Cc1cccc(NC(=S)NC2CC3CCCC(C2)N3Cc2cccs2)c1C (configuration not stated)	-12%	2%	-9%	?	0%	0%	2.5µM*	6%	-3%	1	-3%
CCOC(=O)c1c(C)nn(Cc2ccccc2)c1N	0%	-1%	-19%	14%	0%	10%	-19%	-2%	6%	5	0%
CC(=O)NC(=S)Nc1ccc(S(=O)(=O)Nc2ncccn2)cc1	7%	-2%	3%	-9%	-1%	·	-9%	-1%	1%	1	1%
CCOc1ccc(N2CCCn3c2nc2c3c(=O)n(CCc3ccccc3)c(=O)n2C)cc1	·	7%	7%	3%	1%	11%	3%	-3%	-7%	·	5%
COC(=O)c1ccccc1NC(=O)C1CCN(S(C)(=O)=O)CC1	10%	-2%	2%	-2%	0%	-14%	7%	-2%	-1%	13	1%

Part of the list above, set out differently.
Below each SMILES – BRCA1 expr act | FLuc modulator | PKM2 act | Gal4-VP16 FLuc | Rab9 promoter act | Menin-MLL TR inh | RORgamma inh | p53 reactivator | NPC1 prom act | Giardia killer | ELG1 genotoxic
> COc1ccc(C2N=C(c3ccccc3)C(C)(C)N2O)cc1 (configuration not stated)
  -5% | 7% | 1% | -4% | 8% | 0% | 3% | -5% | -6% | 18 | 3%
> O=C(Nn1cnnc1)c1ccc(Cl)cc1[N+](=O)[O-]
  -2% | -1% | 3% | 0% | 1% | -10% | -8% | 14% | -9% | 1 | 2%
> O=[N+]([O-])c1ccc2c(c1)c(-c1ccccc1)nc1nncn12
  -23% | -1% | 5% | -5% | -2% | 6% | -6% | 5% | -3% | -19 | -1%
> Cc1cc2c(cc1S(=O)(=O)NCc1ccc(N(C)C)cc1)OCC(=O)N2
  -17% | 1%&-13% | 0% | 1% | -3% | 4% | -5% | 11% | -3% | 9 | -1%
> COc1cc(C=O)ccc1OCCOCCOc1cc(C)ccc1Cl
  -20% | -12% | 6% | ? | -3% | 1% | -18% | 3% | -1% | 6 | -3%
> Cc1ccc2nc(NNC(=O)c3ccc(S(=O)(=O)N4CCc5ccccc5C4)cc3)sc2c1
  -71% | -7% | -11% | -10% | -18% | 3% | -1% | ? | 7% | 7 | 3%
> CN(c1ccccc1)S(=O)(=O)c1ccc(C(=O)NCc2ccco2)cc1
  -17% | 2% | · | · | -4% | · | · | -6% | 9% | 7 | 1%
> COc1ccc(NC(=O)COc2cccc3c2CCN(Cc2cccnc2)C3=O)cc1
  -17% | 1% | 0% | 1% | 2% | · | -1% | -3% | -9% | -16 | -1%
> CC(C)(C)C(=O)NC(=S)N1CCCC1
  -10% | 0% | -8% | -11% | -3% | 3% | -35% | -2% | 1% | 11 | -2%
> O=C(c1ccc(CN2CCOCC2)cc1)N1CCN(c2ccccc2F)CC1
  3% | -2% | 2% | 11% | 1% | -1% | -25% | -5% | 0% | 6 | -2%
> COc1cc(OC)cc(C(=O)NCC(=O)OCC(=O)N2CC(C)CC(C)C2)c1 (configuration not stated)
  -4% | -3% | 1% | -7% | -3% | -22% | 29% | -2% | 0% | -6 | -1%

Compound activity from PubChem BioAssay.

An excerpt (hit frequency here may not be typical).
